# E coli RNAP – E. coli RNAP inhibitors, biochemical. 62,000 tested, 0.2% active. E. coli RNA polymerase, fluorescence transcription assay. DNA-directed RNA polymerase subunit beta (Escherichia coli (strain K12)), P0A8V2. inhibition, %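 (tested at 10 µM)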; in the data active = inhibition above about 20%;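 note: 0% = enzyme without compound and 100% = no enzyme blank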
# Hsp90 inh – tumor Hsp90 inhibitors, primary screen, cell lysate, fluorescence polarization, NCI-N417 lysate | Cy3B-geldanamycin FP displacement | AID 429, 2006 | 64,000 tested, 0.35% active | inhibition, % at 30 µM;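 active = inhibition above 50%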;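 note: 0% = tracer plus lysate wells and 100% = tracer alone without lysate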
# tolC growth inh – growth inhibitors of E. coli tolC mutant, primary screen, strain BW25113 ΔtolC::kan, 384-well. OD615. growth inhibition, % at 10 µM (by protocol). 65,000 tested, 2.2% active. AID 573, 2007;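 active = growth inhibition at or above a cutoff equal to the mean over every tested compound plus 3 SD, cut at about 60% in these data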;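 note: growth measured after 20 h incubation at 37 °C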
#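 Test system: E. coli BW25113 ΔtolC::kan bacteria; incubation: 37 °C, 20 h exposure; medium: LB broth supplemented with 50 µg/mL kanamycin; read-out basis: percent growth inhibition; signal: A615 absorbance measurement; compound: 10 µM final, single dose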
# CatB mix inh – cathepsin B inhibitors from pooled compounds, primary screen, biochemical, compound mixtures, AMC fluorescence. inhibition, %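 (ten-compound pools at 5 µM per compound and 50 µM total)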. P07858. 62,000 tested, 0.06% active. Purified cathepsin B, AMC dipeptide fluorescence. AID 488, 2006; in the data active = inhibition above about 22%, passing the limit was not always enough;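 note: 0% = enzyme without compound and 100% = no enzyme blank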
# CatB inh – human cathepsin B inhibitors, primary screen, biochemical, fluorogenic substrate; purified cathepsin B, fluorescence; P07858; inhibition, %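 (tested at 10 µM)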; 63,000 tested, 0.1% active; AID 453, 2006; in the data active = inhibition above about 21%;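 note: 0% = enzyme with no compound and 100% = no enzyme blank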
# AP complement – alternative complement pathway inhibitors, primary screen, biochemical, ELISA, human serum, orthogonally pooled compounds; AID 1235, 2008; inhibition, % at 5 µM; LPS-coated ELISA, C3 deposition; tested in compound mixtures; 62,000 tested, 0.08% active;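 active = inhibition above 30% in each of the two pooled mixtures holding the compound, so the lower value exceeds 30%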;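 note: 0% = serum in Mg-EGTA without compound and 100% = EDTA serum blank; some compounds past the cut are filed as inactive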
#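 Test system: human serum complement alternative pathway, C3 deposition onto LPS / Medium: Mg2+-EGTA GVB++ buffer containing human serum at 1:15 dilution / Probe or stimulus: Plate-bound LPS / Times: 1 h at 37 °C / Signal: ELISA with HRP anti-human C3 antibody, TMB substrate, absorbance 450 nm / Measure: percent inhibition / Repeats: two pool placements per compound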
# MKP-1 inh – MKP-1 phosphatase inhibitors, primary screen, biochemical, in vitro; Dual specificity protein phosphatase 1 (Homo sapiens), P28562; recombinant MKP-1, OMFP hydrolysis fluorescence; inhibition, %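 (compounds tested at a single concentration somewhere between 10 and 100 µM)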; 65,000 tested, 0.15% active; AID 374, 2006;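 active = inhibition above about 50%, limit read from the data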;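 note: 0% = DMSO max control wells and 100% = wells with enzyme stopped by NaOH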
# Target sequence (P28562 whole entry, looked up): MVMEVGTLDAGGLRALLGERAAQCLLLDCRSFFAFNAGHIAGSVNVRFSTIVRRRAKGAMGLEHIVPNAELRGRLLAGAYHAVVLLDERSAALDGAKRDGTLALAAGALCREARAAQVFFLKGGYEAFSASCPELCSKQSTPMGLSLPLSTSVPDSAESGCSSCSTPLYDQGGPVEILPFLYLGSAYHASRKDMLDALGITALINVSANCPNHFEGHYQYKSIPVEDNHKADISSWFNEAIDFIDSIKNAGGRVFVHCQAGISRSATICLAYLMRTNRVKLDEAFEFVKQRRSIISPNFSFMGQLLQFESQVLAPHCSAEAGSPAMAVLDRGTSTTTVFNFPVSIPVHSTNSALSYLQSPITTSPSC
# D1 mod – D1 CRE-luciferase signal change, two-sided – cell-based, HEK293 D1, dopamine EC30, D1 allosteric modulator project, primary screen | D(1A) dopamine receptor (Homo sapiens), P21728 | dopamine EC30 potentiation; actives deviate in either direction | B-score at 10 µM | 58,000 tested, 5.9% active | AID 641, 2007;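 active = luminescence count or its row- and column-corrected plate score outside the 99.7% band of the plate's sample wells, on either side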
# Target sequence (P21728 whole entry, looked up): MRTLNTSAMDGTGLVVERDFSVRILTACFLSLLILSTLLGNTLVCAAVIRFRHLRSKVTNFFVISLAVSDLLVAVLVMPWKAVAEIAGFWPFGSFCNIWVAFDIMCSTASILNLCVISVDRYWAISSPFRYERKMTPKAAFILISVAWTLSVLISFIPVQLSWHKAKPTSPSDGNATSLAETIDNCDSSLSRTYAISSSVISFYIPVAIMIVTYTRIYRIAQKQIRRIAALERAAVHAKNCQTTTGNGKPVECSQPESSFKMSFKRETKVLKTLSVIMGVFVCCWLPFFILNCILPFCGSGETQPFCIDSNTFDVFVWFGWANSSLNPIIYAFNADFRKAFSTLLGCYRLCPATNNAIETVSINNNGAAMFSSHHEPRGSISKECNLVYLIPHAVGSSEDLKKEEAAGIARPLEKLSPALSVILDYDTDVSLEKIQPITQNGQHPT
# Cdc25B inh – inhibitors of Cdc25B phosphatase catalytic domain, primary screen, biochemical, OMFP fluorescence; M-phase inducer phosphatase 2 (Homo sapiens), P30305; recombinant Cdc25B, OMFP fluorescence Ex485/Em525; 65,000 tested, 0.1% active; AID 368, 2006; inhibition, %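 (compounds tested at 10 µM final in the well)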; in the data active = inhibition above about 50%
# * hit, by the source's call; · = not tested or not shown; & = joins results of further samples. Rows are unselected; 7.6% or so of the library scored in one or more.
Molecule	E coli RNAP	Hsp90 inh	tolC growth inh	CatB mix inh	CatB inh	AP complement	MKP-1 inh	D1 mod	Cdc25B inh
CCN1CCCC1CNC(=O)CS(=O)(=O)Cc1nc(-c2ccccc2C)oc1C (stereo not drawn)	11	-2	-10	1	0	14	-13	-0.66	1
Cn1c(=O)oc2cc(S(=O)(=O)NCc3ccco3)ccc21	4	-2	-7	-2	1	20	4	0.78	7
Cc1ccccc1-n1c(=O)/c(=C\c2ccco2)s/c1=C(/C#N)C(=O)Nc1ccccc1	0	-26	9	·	-6	·	-15	·	-4
CCOc1ccc(CSC2=NCCN2)cc1Cl	0	-1	-11	4	-10	28	-14	-0.86	0
CN(CC(=O)N1CCCCCC1)S(=O)(=O)c1cccc2cccnc12	6	0	8	5	0	21	4	·	-8
O=C(CSCc1cccc(Br)c1)N1CCOCC1	4	-4	-15	4	2	0	10	0.24	-3
CC1CCN(C(=O)CCCOc2cc(=O)n(C)c3ccccc23)CC1	18	-2	8	-1	-4	4	6	-0.72	-11
CCc1nc(NCc2ccco2)c2oc3ccccc3c2n1	3	·	13	1	-5	8	13	13*	-16
NC(=O)SCC(=O)Nc1cccc(Cl)c1	3	0	-7	6	0	14	7	0.072	-7
N#Cc1nc(-c2ccco2)oc1N1CCN(C(c2ccccc2)c2ccccc2)CC1	0	-1	-8	4	0	11	-4	-0.8	-1
COc1cccc(NC=C2C(=O)OC3(CCCCC3)OC2=O)c1	6	·	-7	4	1	8	5	-0.15	-3
CCCc1nnc(NC(=O)NCCN2C(=O)C3C4C=CC(C4)C3C2=O)s1 (stereo not drawn)	-15	-2	-14	2	-2	-10	-5	0.017	-1
CCCCOC(=O)c1cc(=O)[nH]c2ccccc12	·	1&2	0&8	·	·	·	-4&4	1.5	6&-6
O=C(Nc1cc(C(F)(F)F)ccc1N1CCCC1)c1ccc2c(c1)OCO2	5	-1	29	3	-4	-1	-7	·	-9
COc1ccc(OC)c(C2/C(=C(\O)c3ccc4c(c3)OCCO4)C(=O)C(=O)N2CCCN(C)C)c1 (stereo not drawn)	11	2	18	-3	3	-5	-15	1.5	-2
O=C(CCN1CCN(c2ccc(F)cc2)CC1)Nc1ccc(F)cc1	-1	-1	-12	4	0	10	-9	-1.3	-8
COCCN1C(=O)c2ccc(C(=O)O)cc2C1=O	9	-3	-18	4	9	1	-7	·	-10
FC(F)(F)c1cccc(-c2nnc3ccc(C(F)(F)F)cn23)c1	-3	2	0	1	9	-13	2	1.2	-17
COCCCn1c(=N)c(C(N)=S)cc2c(=O)n3cccc(C)c3nc21	8	-8	2	-3	3	-5	3	-1.1	-7
OCC(CO)(CO)N=Cc1cc(Br)ccc1O	8	0	1	-3	2	-17	4	0.69	0
CCn1c(SCC(=O)n2nc(C)cc2C)nnc1-c1ccc2c(c1)OCO2	5	3	-5	0	2	6	-5	0.061	-9
Cc1ccc(N2CC(C(=O)NCc3cccs3)CC2=O)cc1 (stereo not drawn)	-8	-2	-3	-6	-3	17	25	-0.1	1
COc1ccccc1NC(=O)N1CCn2c(nc3ccccc32)C1	5	1	0	0	6	7	9	-0.33	-3
Cc1ccsc1/C=c1\sc2ncnn2c1=O	3	1	-10	5	2	12	-3	0.0044	-13

# Limited to E coli RNAP and CatB mix inh, for 2 of the compounds above:
SMILES | E coli RNAP | CatB mix inh
CN(CC(=O)N1CCCCCC1)S(=O)(=O)c1cccc2cccnc12 | 6 | 5
O=C(CSCc1cccc(Br)c1)N1CCOCC1 | 4 | 4

# Continued.
Molecule	E coli RNAP	Hsp90 inh	tolC growth inh	CatB mix inh	CatB inh	AP complement	MKP-1 inh	D1 mod	Cdc25B inh
CCC(=O)N1CCN(c2nc(C)nc3sc(C)c(C)c23)CC1	-5	2	4	-7	-5	9	6	·	-10
CCOC(=O)c1c(NC(C)=O)no[n+]1[O-]	5	·	-12	2	5	3	5	-0.074	2
CCCCNC1=C(Br)C(=O)CC(C)(C)C1	·	2	9	·	-2	·	-24	·	-5
CCOC(=O)CCCNC(=O)COC(=O)c1cc(C)cc(C)c1	1	-1	-1	3	-3	14	4	·	-15
O=C1CCc2cc(S(=O)(=O)N3CCC(C(=O)Nc4nccs4)CC3)ccc2N1	15	-4	-12	10	1	5	-8	-0.74	-4
COc1ccccc1C(=O)NCCN1CCN(C(=O)c2ccccc2OC)CC1	1	-6	-1	-4	2	5	-9	0.16	-1
Cc1ccccc1-c1noc(-c2ccc(O)cc2)n1	·	-3	11	2	·	14	7	-1.4	3
O=C1c2ccccc2C(=O)N1CCCn1nnc(-c2ccc(N3CCOCC3)cc2)n1	4	-1	-2	6	4	4	1	-0.25	-4
CC(=O)c1cccc(NC(=O)Nc2cccnc2)c1	8	-3	-5	3	3	14	8	·	-5
Cc1ccc(CCNC(=O)C2CCCN(S(=O)(=O)c3cccc4nsnc34)C2)cc1 (stereo not drawn)	5	-2	-13	2	3	7	5	·	-8
O=S(=O)(c1ccc(-c2cn3ccccc3n2)cc1)N1CCOCC1	-5	·	-6	-1	-5	13	13	0.16	-15
C=CCN(C(=O)c1ccccc1)c1ccc(OC)cc1	-2	1	-13	0	2	20	0	0.82	-15
Nc1c(S(=O)(=O)c2cccs2)c2nc3ccccc3nc2n1CC1CCCO1 (stereo not drawn)	-5	-10	20	2	-1	8	11	5.9*	-2
CCOc1cc(C(=O)N2CCN(c3ccccc3)CC2)cc(OCC)c1OCC	9	-1	8	3	1	6	8	-0.81	-5
CC1CCCC(NC(=O)CN(C)S(=O)(=O)c2cccc3cccnc23)C1C (stereo not drawn)	8	-1	-6	5	3	20	-4	·	-2
N=c1c2c3c(sc2ncn1CCN1CCOCC1)CCCCC3	2	-1	-11	-1	-1	18	-1	-1.1	-5
CC(C)OC(=O)CSc1nnc(Cc2ccccc2)n1C	3	1	-8	0	1	-9	-12	-0.12	2
Cc1cc(C)cc(OCc2nnc(SCC(=O)c3ccccc3)o2)c1	6	-1	11	-16	2	8	-12	1.3	14
Cc1nc(COC(=O)c2ccc(CO)cc2)cs1	4	2	-4	5	5	14	19	·	5
CCCCOc1ccccc1C1NC(=O)NC(C)=C1C(=O)OCCOC (stereo not drawn)	4	2	4	0	13	2	7	0.55	-3
CCS(=O)(=O)N1Cc2ccccc2CC1C(=O)N1CCN(c2ccccc2)CC1 (stereo not drawn)	8	-6	-2	1	1	4	23	-0.75	-15
Cc1c2c(nc3nc4ccccc4n13)CCCC2=O	10	-7	16	-7	0	3	-25	-0.56	-1
Cc1csc(SCCN2C(=O)c3ccccc3C2=O)n1	·	-3	-6	3	-1	-9	21	-0.44	1
CCOc1ccc2c(c1)c1nnc(SCC(=O)N3CCC(C)CC3)nc1n2C	2	-3	14	-2	3	5	25	-0.13	-10
COc1cccc2[nH]c3c(N4CCCC(C)C4)ncnc3c12 (stereo not drawn)	3	-4	19	3	1	13	-15	0.28	9
CC(=O)N1CCc2cc(S(=O)(=O)CCC(=O)NCc3cccs3)ccc21	5	-3	-27	4	-5	19	-11	0.64	-13
O=C(NCc1ccco1)c1noc2c1CCCC2	7	-7	-16	3	0	8	6	1.2	7
Cc1cc(=O)oc2cc(OCC(=O)NCCCN3CCOCC3)ccc12	4	6	-10	-2	-1	-2	-5	0.041	-6
N[C@@H](Cc1ccc(O)c(I)c1)C(=O)O	4	5&-3	20	2	1	19	-2	-0.34	-11
COc1cc(C(=O)Oc2ccccc2)ccc1OCc1c(C)noc1C	2	0	-8	-4	-6	3	1	0.15	3
N=C1C(c2ccccc2)=C(O)CN1c1ccc2c(c1)OCO2	·	5	-6	·	·	·	5	-2	-11
COCCn1c(N)c(C(=O)OCc2ccccc2)c2nc3ccccc3nc21	-5	-2	5	0	-3	23	-9	0.89	6
CCCCOCP(=O)(CCCC)COCCCC	3	2	-5	4	1	14	32	0.55	-16
O=C(CN1C(=O)c2ccccc2S1(=O)=O)NCCSC1CCCCC1	2	-2	7	1	2	12	-7	-0.28	-4
CCc1ccc(C2CC(c3ccc(F)cc3)Nc3nc(N)nn32)cc1 (stereo not drawn)	-1	-2	26	2	0	16	6	0.17	-12
CCOC(=O)C1CCN(S(=O)(=O)c2cc(Br)cc3c2N(C(=O)C2CC2)CC3)CC1	-5	·	15	-1	-3	12	8	1.3	-5
O=C(CCCc1ccccc1)NCc1cn2ccsc2n1	-11	-3	-3	-2	-5	21	-5	-0.29	-21
Cc1ccc(C)c(S(=O)(=O)n2cnc3ccccc32)c1	-8	-5	8	-4	1	13	0	0.13	-7
Cc1ccc(NCc2nnc(SCC(=O)Nc3ncc(C)s3)n2Cc2ccco2)c(C)c1	2	0	-1	3	3	-8	22	-1.7	4
Cc1ccc(NC2=NC(C(=O)Nc3ccc(C)c(C)c3)CC(=O)N2)cc1 (stereo not drawn)	1	2	-12	2	2	19	32	-0.53	-5
Nc1nc(N2CCN(C/C=C/c3ccccc3)CC2)nc2ccccc12	9	-5	29	4	4	-6	-11	-2.6	5
COc1ccc(C2=Nn3c(nnc3-c3cccnc3)SC2)cc1OC	8	-2	17	·	2	·	-23	·	0
CC(C)CNC(=O)C1CCN(c2ccc(S(=O)(=O)N3CCOCC3)cc2Cl)CC1	10	1	17	3	4	12	5	0.61	-4
Cn1c(Cn2c(=O)sc3ccccc32)nnc1SCC(=O)NC1CCCC1	2	1	-14	-1	4	21	3	0.023	-13
COC(=O)C1=C(C)n2nnnc2NC1c1ccc(Cl)cc1 (stereo not drawn)	4	-2	9	-17	2	12	1	-0.38	-9
O=C(CSc1nc(-c2ccco2)cc(C(F)(F)F)n1)N1CCN(Cc2ccccc2)CC1	10	-7	16	7	-1	22	5	·	-13
CCOc1cc(C(=O)N2CCN=C2SC)cc(OCC)c1OCC	-2	0	1	0	0	-6	18	-0.13	-4
COc1cc(C2C(C#N)=C(N)Oc3cc(C)n(CCN4CCOCC4)c(=O)c32)cc(OC)c1OC (stereo not drawn)	6	3	-19	·	1	·	8	-0.42	19
O=C(Nc1c(Cl)cc(Cl)cc1C(=O)NCC1CCCO1)c1ccco1 (stereo not drawn)	11	-1	-13	1	0	1	2	0.077	1
C=C(C)Cn1c(N(CCO)Cc2ccccc2)nc2c1c(=O)[nH]c(=O)n2C	0	·	-1	2	1	18	9	·	-2
O=C(CCc1nc2ccccc2s1)OCC(=O)N1CCN(C(=O)c2ccco2)CC1	8	-1	-4	3	0	11	19	0.02	-6
O=C(NCCCN1CCN(Cc2ccccc2Cl)CC1)Nc1ccccc1	6	-1	1	-2	-3	-1	-1	-0.54	-7
C=CCNc1nc(-c2sc(NC(=O)CC)nc2C)cs1	7	-2	7	6	8	8	13	0.87	10
COc1cc2c(cc1OC)C(c1cccnc1)CC(=O)N2 (stereo not drawn)	4	3	-6	7	6	4	-12	-0.41	4

# Compound activity deposited in PubChem by several laboratories.
